Screens (PubChem)
GLD-1 RNA inh = GLD-1-TGE RNA interaction inhibition (C. elegans); Q17339; purified GLD-1 + fluorescein TGE RNA, fluorescence polarization; inhibition, % at 5.96 µM; actives 0.44% (n = 320,000); AID 2280;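 active means percent inhibition above a per-plate cutoff, the plate mean of test compounds plus 3 SD, cut at about 30% in these data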;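 further: 0% = DMSO wells with GLD-1 and probe and 100% = wells lacking GLD-1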
Fam108B inh = blocks mouse Fam108B hydrolase in RBBP9 counter-screen. actives 0.33% (n = 300,000). inhibition, % at 9.51 µM. AID 1947. recombinant Fam108B, FP-Rh probe fluorescence polarization;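 active means inhibition above the screen mean inhibition plus 3 SD, computed separately per campaign, cut at about 18% in these data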;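 further: inhibitors lower polarization as less probe binds the enzyme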
GSTO1 counter = counter-screen for RBBP9 inhibitors: inhibitors of human GSTO1 | recombinant GSTO1, activity-based probe fluorescence polarization | AID 1974 | inhibition, % at 5.96 µM | P78417 | actives 1.1% (n = 300,000);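 active means inhibition above the campaign mean inhibition plus 3 SD, cut at about 35% in these data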;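 further: 0% = GSTO1-1 with DMSO and 100% = wells lacking GSTO1-1 enzyme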
Target sequence (P78417 whole entry, looked up): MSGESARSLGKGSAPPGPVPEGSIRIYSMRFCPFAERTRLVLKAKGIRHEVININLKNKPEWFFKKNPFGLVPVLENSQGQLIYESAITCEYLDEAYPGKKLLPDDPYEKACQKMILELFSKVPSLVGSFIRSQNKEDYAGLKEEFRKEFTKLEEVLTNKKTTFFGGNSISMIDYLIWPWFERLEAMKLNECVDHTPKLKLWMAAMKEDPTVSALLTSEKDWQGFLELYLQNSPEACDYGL
BCLXL inh = blocks human Bcl-xL binding to Bim BH3 peptide; Q07817; GST-Bcl-xL / FITC-Bim BH3 peptide fluorescence polarization; inhibition, % at 10.9 µM; actives 0.7% (n = 320,000); AID 2129;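 active means inhibition above the mean of all tested compounds plus 3 SD, cutoff set per campaign, cut at about 30% in these data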;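 further: 0% = DMSO wells and 100% = unlabeled Bim-BH3 peptide competitor; inhibitors lower millipolarization by displacing the labeled peptide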
PAD4 FP inh = blocks human protein arginine deiminase 4; AID 485272; recombinant PAD4, RCA probe fluorescence polarization; inhibition, % at 6.36 µM; actives 0.41% (n = 330,000);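 active means percent inhibition above a cutoff equal to the mean of all tested compounds plus 3 SD, cut at about 15% in these data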;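 further: 0% = PAD4 with RCA probe and DMSO and 100% = probe without PAD4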
MCL1-BIM inh = disrupts human MCL1 binding to BIM-BH3 peptide; Q07820; GST-MCL1 / FITC-Bim-BH3 fluorescence polarization; inhibition, % at 10.9 µM; actives 0.68% (n = 320,000); AID 2057;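 active means inhibition above the mean inhibition of all tested compounds plus 3 SD, set per campaign, cut at about 40% in these data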;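 further: 0% = DMSO wells and 100% = unlabeled Bim-BH3 peptide control; higher means more loss of mP so more displacement of Bim peptide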
Target sequence (Q07820 whole entry, looked up): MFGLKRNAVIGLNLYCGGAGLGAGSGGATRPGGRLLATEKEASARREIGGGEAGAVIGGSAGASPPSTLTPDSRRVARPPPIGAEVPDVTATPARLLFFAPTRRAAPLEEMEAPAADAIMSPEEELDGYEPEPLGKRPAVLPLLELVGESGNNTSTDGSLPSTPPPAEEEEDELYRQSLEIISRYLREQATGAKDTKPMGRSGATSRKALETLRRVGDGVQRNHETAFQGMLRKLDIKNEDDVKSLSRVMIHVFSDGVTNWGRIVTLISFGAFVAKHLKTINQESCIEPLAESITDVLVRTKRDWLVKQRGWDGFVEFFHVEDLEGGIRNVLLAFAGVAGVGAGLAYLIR
PME-1 primary = PME-1 (human) inhibition; Q9Y570; recombinant PME-1, FP-Rh probe fluorescence polarization; inhibition, % at 5.9 µM; actives 0.53% (n = 320,000);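 active means inhibition above the campaign mean of all compounds plus 3 SD, cut at about 26% in these data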;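 further: competitive labeling of PME-1 active site by serine hydrolase directed probe; 0% = PME-1 with DMSO and 100% = wells lacking PME-1 enzyme; inhibitors block probe labeling so polarization falls and inhibition rises; many of its hits are not listed in these tables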
TPT1 inhibitor = inhibitors of Candida albicans tRNA 2'-phosphotransferase TPT1. recombinant caTPT1, FP RNA substrate dephosphorylation. AID 1962. actives 0.81% (n = 300,000). inhibition, % at 5 µM;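 active means inhibition above the mean of all tested compounds plus 3 SD, set per screening campaign, cut at about 24% in these data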;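 further: plate controls were DMSO alone for no effect and ferristatin control at 100 nM for full effect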
MEX-5 binding = C. elegans MEX-5 TCR-2 RNA binding activity; Q9XUB2; MEX-5/FITC-TCR2 RNA binding, fluorescence polarization; active compounds read low; activity score (negative = inhibition of binding), % at 10 µM; actives 0.38% (n = 300,000); AID 1832;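 active means inhibition past about -25% in most replicates, and total fluorescence under double the plate's negative control median, limit read from the data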;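 further: 0% = DMSO and -100% = 5 µM competing unlabeled TCR2 RNA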
Target sequence (Q9XUB2 whole entry, looked up): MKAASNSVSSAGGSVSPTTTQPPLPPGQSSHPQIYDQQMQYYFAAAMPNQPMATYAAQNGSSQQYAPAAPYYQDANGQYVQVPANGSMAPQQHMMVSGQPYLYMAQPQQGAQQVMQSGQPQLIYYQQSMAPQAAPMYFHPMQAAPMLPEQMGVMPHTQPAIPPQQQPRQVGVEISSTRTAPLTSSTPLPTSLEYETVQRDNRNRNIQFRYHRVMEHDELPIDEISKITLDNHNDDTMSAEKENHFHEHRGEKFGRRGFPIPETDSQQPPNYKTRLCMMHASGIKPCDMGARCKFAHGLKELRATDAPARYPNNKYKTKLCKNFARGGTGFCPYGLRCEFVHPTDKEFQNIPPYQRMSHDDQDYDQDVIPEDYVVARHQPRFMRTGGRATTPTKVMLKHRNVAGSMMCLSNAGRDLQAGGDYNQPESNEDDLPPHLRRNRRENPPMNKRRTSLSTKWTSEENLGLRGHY
Starred values were filed as active, the others as inactive; / = not tested or not shown. The list is partial. The share of hits here may be higher or lower than overall.

SMILES | GLD-1 RNA inh | Fam108B inh | GSTO1 counter | BCLXL inh | PAD4 FP inh | MCL1-BIM inh | PME-1 primary | TPT1 inhibitor | MEX-5 binding
CSc1nc(C)cc(-n2ccc(=O)[nH]c2=O)n1 | 0.3 | 1.7 | 1.7 | -1.4 | 2.7 | -6.0 | 2.9 | 7.6 | -0.9
Cc1nnc(NC(=O)c2cc(-c3ccco3)nc3ccccc23)s1 | -3.6 | 10.7 | 39.8* | 26.0 | -8.4 | 65.5* | -16.2 | 7.0 | -1.8
COC(=O)c1noc(C)c1-c1ccnn1C(=O)c1ccc(Cl)cc1 | 0.5 | 0.8 | 4.5 | 3.3 | -7.7 | 7.5 | -9.9 | 3.0 | -0.5
CC(=O)Nc1ccc(NC(=O)c2c(-c3ccccc3Cl)noc2C)c(C)c1 | 3.4 | 0.8 | 1.4 | 3.8 | 2.7 | 8.4 | 11.2 | -3.0 | -3.2
COc1cc(C2c3sc(=O)[nH]c3SC3C(=O)N(c4ccc(Br)cc4)C(=O)C32)ccc1O (configuration not stated) | 12.3 | 0.7 | 6.9 | 15.9 | -0.8 | 14.4 | 2.5 | -0.5 | -1.4
COc1ccccc1C(=O)Nc1cccnc1 | -3.6 | -1.9 | -4.4 | 2.7 | -4.6 | -6.4 | -2.5 | 0.0 | 0.4
CCOc1ccc(C(=O)NC(C(=O)NCC2CCCO2)C(C)C)cc1 (configuration not stated) | 5.1 | 2.0 | 10.6 | -2.1 | -3.1 | -0.7 | 5.5 | -0.4 | -5.8
COc1ccc(NC(=O)c2ccccc2NS(=O)(=O)c2ccc(C)cc2)c([N+](=O)[O-])c1 | 4.1 | 5.9 | -6.1 | 3.3 | -3.5 | 5.9 | 13.4 | 0.0 | -0.2
Cc1cc2oc(=O)cc(CN3CCN(Cc4ccc5c(c4)OCO5)CC3)c2cc1C | 2.8 | -1.1 | -1.4 | 5.4 | -1.2 | -0.5 | -0.8 | -1.4 | 1.8
COc1ccc(C(=S)Nc2ccc(C)cc2)cc1 | 4.4 | 1.2 | 16.4 | 7.0 | -3.8 | 13.0 | -6.9 | -3.7 | 0.8
O=C(c1ccccc1)N1CCN(S(=O)(=O)c2ccccc2)CC1 | 0.5 | -1.2 | -1.4 | -0.8 | -0.1 | -5.1 | 4.1 | 0.7 | -0.1
O=C(Nc1ccc(F)cc1)NC1CCCCC1 | 9.2 | -6.0 | 2.9 | 3.1 | -1.4 | 7.8 | 0.1 | 0.1 | -0.6
Cc1ccc(S(=O)(=O)N2CCCCC2CCNC(=O)C(=O)NC2CCCC2)cc1 (configuration not stated) | -2.6 | 10.0 | -8.5 | 4.4 | -0.1 | -0.2 | 2.7 | -2.6 | 0.6
N#CCCN(C(=O)COC(=O)CCc1ccccc1)c1ccccc1 | -7.4 | 0.8 | 4.2 | 3.0 | -3.1 | -0.4 | -5.4 | 0.5 | 3.4
COc1ccc(C(=O)Nc2ccc(CN3CCCCC3)cc2)cc1 | -1.8 | 0.6 | 1.7 | 1.8 | -2.5 | -2.7 | 2.8 | -2.0 | -0.6
O=[N+]([O-])c1ccc2c(c1)nc1n2CCN(CC2CCCO2)C1 (configuration not stated) | 2.6 | -0.3 | 4.0 | 3.0 | 0.8 | 3.0 | 4.4 | 1.6 | -2.1
O=C(O)c1ccccc1C(=O)NC1Cc2ccccc2C1 | 3.0 | 1.1 | -18.0 | 1.2 | 1.9 | -1.5 | 4.5 | 0.4 | 0.0
C=CCN1C(=O)/C(=C2/Sc3ccc(OC)cc3N2C)SC1=Nc1ccccc1 | 1.3 | -1.4 | -0.7 | 5.7 | -2.3 | 1.6 | -10.3 | -1.5 | -1.3
O=C(c1ccc(NC2=NC3CS(=O)(=O)CC3S2)cc1)N1CCN(Cc2ccccc2)CC1 (configuration not stated) | -2.2 | 10.1 | 7.3 | 4.6 | -1.7 | 8.5 | -7.8 | -1.8 | -1.7
CSc1ccc(CCNC(=O)CCc2nnc3ccc(NCCCN4CCCC4=O)nn23)cc1 | 8.4 | 1.1 | 7.6 | 5.3 | 4.0 | 5.2 | 1.8 | 2.8 | 2.5
COc1ccc(C2(c3ccc(OC)cc3)NC(=O)N(CC(=O)Nc3ccccc3C(F)(F)F)C2=O)cc1 | 12.0 | -6.9 | -1.7 | 5.0 | 2.4 | 0.3 | -3.1 | -2.0 | 3.0
COCCCNC(=O)N1c2ccccc2Sc2ccccc21 | -103.7 | -0.2 | 0.8 | -1.3 | -0.6 | 2.6 | -15.5 | 24.9* | 0.6
CCCc1cc(=O)oc2c(C)c(OCC(=O)NCCN3CCOCC3)ccc12 | -3.3 | 5.0 | -0.7 | 5.6 | 1.8 | 1.1 | 2.6 | -4.4 | -1.3
O=C(CN1CCCC1)Nc1ccc(OCc2ccccc2)cc1 | 6.5 | -0.1 | -3.1 | 3.9 | 1.5 | -1.6 | -4.1 | -6.7 | -1.7
COc1ccc(Cc2nc3ccc(C(=O)NCc4ncc(C)[nH]4)cc3o2)cc1OC | 2.4 | -4.1 | -1.7 | -3.5 | 4.5 | -13.9 | -0.6 | 2.8 | -1.9
NC1=NC(c2ccccc2)=NC1(NC(=O)c1ccccc1)C(Cl)Cl (configuration not stated) | 3.9 | -6.4 | 1.6 | 2.4 | 0.0 | -0.8 | -1.8 | -0.2 | 0.8
CS(=O)(=O)N(CC(=O)Nc1ccc2c(c1)OCO2)c1ccccc1 | 0.3 | 2.3 | 4.2 | -1.2 | -8.1 | -0.9 | 0.5 | -2.1 | -0.6
O=C(O)c1ccccc1C(=O)Nc1ccc(Oc2cccc(C(F)(F)F)c2)nc1 | 1.3 | -2.5 | 4.8 | 7.0 | -2.7 | 6.4 | 2.3 | -1.5 | 0.2
OC(CNC1Cc2ccccc2C1)COc1ccc(F)cc1 (configuration not stated) | 2.6 | -2.8 | 1.4 | -2.9 | -2.3 | 0.2 | 3.2 | 1.9 | 2.1
O=C(O)c1ccc(COc2c(F)c(F)cc(F)c2F)o1 | 2.3 | -0.9 | 14.6 | 5.8 | -4.9 | 4.2 | -4.1 | -2.4 | -0.9
O=C(CCn1c(=O)oc2ccccc21)N(Cc1ccccc1)c1ccccc1 | 2.6 | 1.4 | -3.0 | -5.6 | -5.5 | -0.8 | 0.5 | -2.7 | -2.8
CC(=O)c1ccccc1Oc1cc(NN2CCCCC2)c([N+](=O)[O-])cc1[N+](=O)[O-] | 9.2 | 4.2 | 2.4 | 3.6 | -1.1 | 6.0 | 25.9 | 2.1 | 1.3
Cc1cc(S(=O)(=O)Nc2ccc(C(=O)NCC(c3ccco3)N(C)C)cc2)ccc1F (configuration not stated) | 7.5 | -3.1 | 9.7 | 6.9 | -1.2 | 1.8 | -0.3 | 4.1 | 1.2
Cc1ccc(CO/N=C/c2c(O)cc(C)oc2=O)cc1 | 7.3 | 2.0 | 10.0 | 6.7 | -2.5 | 6.6 | 1.2 | -6.4 | -1.3
COc1ccc(-c2nnc(Nc3nc4c(OC)cccc4s3)o2)cc1 | -2.0 | 1.5 | -24.6 | 19.5 | -8.3 | 19.8 | -27.0 | -8.7 | /
Cc1ccc(CN2C(=O)C3CCCN3c3ccc(S(=O)(=O)N4CCOCC4)cc32)cc1 (configuration not stated) | -11.3 | -15.5 | -0.6 | -16.5 | -6.2 | -24.5 | -21.4 | 15.8 | 4.3
Cn1cnnc1SCC(=O)N1CCN(C(=O)c2ccco2)CC1 | 5.7 | 2.5 | 8.7 | 1.7 | -5.3 | -0.7 | -5.1 | -2.1 | -1.9
COc1c2ccoc2nc2c(OC)c(OCC(OC(C)=O)C(C)(C)O)ccc12 (configuration not stated) | -5.0 | 0.9 | -2.6 | 2.4 | 0.9 | 1.3 | -1.4 | 2.3 | -0.8
O=C(NC(NC(=S)Nc1ccccc1C(=O)O)C(Cl)(Cl)Cl)c1ccco1 (configuration not stated) | -10.6 | -2.5 | -19.2 | 9.0 | -3.8 | 13.2 | 4.0 | 0.1 | 2.5
COCCN(C(=O)CSc1nnc(-c2ccc(C)c(C)c2)o1)c1c(N)n(CC(C)C)c(=O)[nH]c1=O | 3.8 | -1.8 | 2.5 | -2.9 | 1.2 | -5.1 | -2.4 | 2.5 | 0.8
COC(=O)c1ccc(Cl)c(NC(=O)CN(c2ccc3c(c2)OCO3)S(C)(=O)=O)c1 | 6.6 | -1.7 | -1.3 | -1.0 | -0.9 | -8.8 | 6.6 | 0.1 | -2.6
CC(=O)c1cccc(N(CC(=O)Nc2ccccc2F)S(C)(=O)=O)c1 | -1.6 | 0.2 | -2.4 | 1.1 | -3.7 | 3.2 | -7.8 | -1.0 | 1.6
CCC(=O)OCCNc1cc(Sc2nc3ccccc3[nH]2)c2nonc2c1[N+](=O)[O-] | 0.5 | 5.0 | -17.2 | 10.2 | -10.1 | 9.2 | 6.5 | -5.6 | /
N/C(COc1cc(Cl)cc(Cl)c1)=N\O | -1.5 | 1.9 | 3.2 | -5.5 | -3.4 | -4.2 | 1.6 | 1.7 | -2.5
Nc1cc(N2CCCC2)c(Cl)cc1[N+](=O)[O-] | -0.5 | -3.5 | -1.9 | 1.2 | -2.7 | -3.9 | 5.1 | 0.5 | 3.3
CCOc1cc2[nH]c(=O)n(CCCCCC(=O)NC3CCCC3)c(=O)c2cc1OCC | 2.0 | -1.2 | -5.5 | 11.1 | -2.8 | 4.6 | 0.0 | -0.2 | -0.6
CCC(NC(=O)c1[nH]c(C)c(C(C)=O)c1C)c1ccc(Br)cc1 (configuration not stated) | -5.3 | 0.8 | -2.7 | -2.1 | -7.1 | -11.6 | -0.3 | 1.3 | -2.8
Cc1ccc(S(=O)(=O)CCC(=O)OCC(=O)NCc2ccc(Cl)cc2)cc1 | 8.6 | -1.4 | 1.9 | 1.8 | 0.8 | -4.6 | 1.3 | -3.9 | -0.8
Cc1c(C(=O)Nc2c(F)cccc2F)sc2ncnc(N3CCN(c4ccccc4)CC3)c12 | 5.6 | -3.2 | 0.0 | 0.9 | -3.8 | 9.2 | -3.1 | 3.6 | 2.0
CN1CCC(OC(=O)c2ccc(Cl)cc2Cl)CC1 | 1.7 | 0.5 | 9.2 | 5.9 | -0.4 | 2.2 | 2.7 | -3.0 | -2.6
CO/N=C(\C)C(Cc1ccc(Cl)nc1)Cc1ccc(Cl)nc1 | -4.4 | -5.9 | -0.2 | -1.5 | -5.2 | 0.2 | -4.9 | 1.4 | 1.2
Cc1ccc(SCc2cc(=O)n3ccsc3n2)c(C)c1 | 6.5 | -6.8 | -2.8 | 3.2 | -1.2 | 8.8 | -0.1 | 0.3 | 1.4
Cc1ccc(O)c(-c2cc(C(F)(F)F)[nH]n2)c1 | 0.3 | -2.6 | -6.4 | 8.9 | -1.7 | 4.0 | 3.0 | -1.3 | 1.0
Cc1ccccc1NS(=O)(=O)c1cc(S(C)(=O)=O)ccc1C | -3.5 | -2.3 | 6.2 | 2.6 | 5.3 | 4.1 | 0.1 | 1.4 | 1.1
CCCCCCC(=O)Oc1cccc(N2C(=O)C3CCCCC3C2=O)c1 (configuration not stated) | 2.3 | -0.8 | -6.3 | 5.1 | 0.6 | 6.1 | 2.5 | 4.1 | 0.8
